Bioassay records from PubChem BioAssay.
RmlCD inh 1536 = inhibitors of Mycobacterium tuberculosis RmlC and RmlD coupled enzymes | P9WH09+P9WH11 | RmlC+RmlD coupled enzyme assay, percent inhibition; primary screen in compound mixtures | inhibition, % at 3.6 µM | 0.03% of 160,000 active; in the data active = inhibition mostly above about 34%, no sharp cut-off; also: some results filed as inactive read as strong as hits
Target sequence (P9WH09 whole entry, looked up): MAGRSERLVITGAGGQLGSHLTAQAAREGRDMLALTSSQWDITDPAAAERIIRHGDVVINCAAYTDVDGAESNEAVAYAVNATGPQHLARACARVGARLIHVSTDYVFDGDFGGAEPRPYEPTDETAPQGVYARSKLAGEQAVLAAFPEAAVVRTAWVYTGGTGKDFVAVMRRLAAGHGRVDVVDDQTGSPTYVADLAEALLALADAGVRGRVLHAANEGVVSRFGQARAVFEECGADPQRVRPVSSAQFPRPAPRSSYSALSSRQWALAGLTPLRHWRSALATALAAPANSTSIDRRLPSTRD
Target sequence (P9WH11 whole entry, looked up): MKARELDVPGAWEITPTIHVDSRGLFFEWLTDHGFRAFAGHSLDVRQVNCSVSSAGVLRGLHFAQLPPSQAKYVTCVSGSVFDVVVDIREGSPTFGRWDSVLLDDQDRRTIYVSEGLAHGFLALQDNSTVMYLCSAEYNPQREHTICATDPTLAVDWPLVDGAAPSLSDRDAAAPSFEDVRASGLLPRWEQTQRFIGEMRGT
M. tuberculosis GlmU = inhibition of mycobacterial GlmU enzyme – biochemical, glucosamine-1-phosphate acetyltransferase (AID 1376); M. tuberculosis GlmU acetyltransferase enzyme assay; higher % means a stronger effect; one-dose inhibition, %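 (tested at 30 µM in the primary screen)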; IC50 in µM for titrated hits; 0.25% of 220,000 active; in the data active = inhibition above about 13%;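 also: 0% = complete reaction with vehicle and 100% = reaction without substrate; strong numbers were not always called active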
* hit, by the source's call; . = not tested or not shown; & = joins results of further samples. Some of the compounds tested. The share of hits here may be higher or lower than overall.

nr	structure	RmlCD inh 1536	M. tuberculosis GlmU
1	COC(=O)C1=C[C@@H](C(=O)OC)[C@@H]2C3=C(C(=O)C2(C)C)[C@H](C)n2c(=O)n(-c4ccccc4)c(=O)n2[C@@H]3C1	.	2.3%
2	O=C(/C=C/c1ccc(Cl)cc1)Nc1nccs1	-7	1.4%
3	Clc1cccc(Cl)c1/C=N\Nc1nccs1	6	2.9%
4	NC(=O)CN1C(=O)C2CCCCN2C(=O)c2ccccc21 (stereo unspecified)	.	5.1%
5	CCCCNC(=S)Nc1cc(S(=O)(=O)N2CCCCC2)ccc1C	38	-4.9%
6	CSc1nc(N)nc(N(C)C)n1	28	0.0%
7	O=C(COC(=O)c1ccccc1C(=O)c1ccccc1)NCc1ccc(F)cc1	7	7.3%
8	Cc1ccc(S(=O)(=O)NN2C(=O)/C(=C/c3ccccn3)SC2=S)cc1	-9	-1.2%
9	Cc1c(Nc2cc(N3CCCCCC3)c3nonc3c2[N+](=O)[O-])c(=O)n(-c2ccccc2)n1C	.	-6.2%
10	COc1ccccc1CCn1cc(C#N)c(=O)[nH]c1=O	.	0.1%
11	Cc1nc(Nc2ccncc2)c2oc3ccccc3c2n1	10	2.0%
12	O=C(O)[C@@H]1CCCC[C@@H]1C(=O)N1CCc2ccccc2C1CN1C(=O)c2ccccc2C1=O (stereo partly specified)	.	-3.9%
13	COc1ccc(/C=N/N2CCN(c3ccncc3S(=O)(=O)N3CCCCC3)CC2)cc1	22	-2.2%
14	S=C1NC2=C(CCCC2=C2SCCCS2)C(c2ccccc2)N1 (stereo unspecified)	9	0.1%
15	N#C/C(=C\c1ccccc1)c1ccccn1	-9	1.5%
16	Nc1cc(N2CCCCC2)c(Cl)cc1[N+](=O)[O-]	-6	-1.2%
17	COc1ccccc1NC(=O)CCC(=O)N/N=C(/C)c1ccc(C)cc1	.	-3.9%
18	COCCn1nnnc1C(c1ccc(C(F)(F)F)cc1)N1CCOCC1 (stereo unspecified)	1	-4.5%
19	O=C(O)CCC1(c2ccccc2)NC(=O)NC1=O (stereo unspecified)	-4	0.8%
20	C#CCOCCOCCOCCNc1nc(N2CCN(C(=O)[C@H](CCC(=O)O)n3cc(C(N)CO)nn3)CC2)nc(N2CCN(C(=O)[C@H](CCC(=O)O)n3cc(C(N)CC(C)C)nn3)CC2)n1 (stereo partly specified)	.	-3.1%
21	CSc1ccc(C#N)cc1NC(=O)c1ccc(Cl)nc1	.	-1.6%
22	CC(C)NCCCOc1ccc(C(C)(C)c2ccccc2)cc1	.	4.7%
23	COC(=O)c1ccccc1C(=O)N1CCOCCN(C(=O)c2ccccc2C(=O)OC)CCOCC1	23	-6.6%
24	CC(=O)Nc1ccc(NC(=O)/C(=C/c2ccco2)NC(=O)c2ccccc2)cc1	.	-0.3%
25	COc1ccc([N+](=O)[O-])cc1NC(=O)CCCOc1ccccc1	-4	1.3%

Three entries from above, in transposed form:
9: Cc1c(Nc2cc(N3CCCCCC3)c3nonc3c2[N+](=O)[O-])c(=O)n(-c2ccccc2)n1C
10: COc1ccccc1CCn1cc(C#N)c(=O)[nH]c1=O
11: Cc1nc(Nc2ccncc2)c2oc3ccccc3c2n1

entry no.	9	10	11
RmlCD inh 1536	.	.	10
M. tuberculosis GlmU	-6.2%	0.1%	2.0%

(list continues)
nr	structure	RmlCD inh 1536	M. tuberculosis GlmU
26	O=C(CCc1nc2ccccc2c(=O)[nH]1)N1CCN(C/C=C/c2ccccc2)CC1	1	0.2%
27	COc1ccc2cc(C(=O)Nc3ccccc3)sc(=O)c2c1OC	0	5.4%
28	c1ccc2c(-c3cn4ccccc4n3)c[nH]c2c1	-7	-5.5%
29	Cc1cc(Br)c(NC(=O)COC(=O)CSc2nnc(-c3ccc(Cl)cc3)o2)c(Br)c1	6	2.6%
30	CC(=O)Nc1ccc(NC(=O)[C@@H]2CCCC[C@@H]2C(=O)O)cc1	.	-5.9%
31	O=C(c1cc(=O)[nH]c2ccccc12)N1CCN(S(=O)(=O)c2ccc3ccccc3c2)CC1	-2	-1.2%
32	Cn1c(Cc2ccccc2)nnc1SCc1ccc(C(=O)O)cc1	-16	2.6%
33	COC(C[C@H]1O[C@H]1C(=O)COCc1ccccc1)OC	.	-0.8%
34	COc1ccc(CC(=O)c2ccc(OC)c(OC)c2)cc1	-3	4.3%
35	COc1ccc(C)cc1NC(=O)CSc1nc(SC)ns1	.	4.4%
36	CCCC(c1nnnn1Cc1ccco1)N1CCN(c2cc(Cl)ccc2C)CC1 (stereo unspecified)	9	3.3%
37	O=C(c1ccco1)N1CCCN(Cc2nc(Cc3ccccc3)no2)CC1	9	2.4%
38	COc1ccccc1-n1cc(C(=O)NCC(=O)NCc2ccc(F)cc2)c2ccccc2c1=O	9	1.5%
39	COc1cc(OC)c(CN2CCCCCCC2)cc1Br	6	1.1%
40	CCC1CCc2c(sc(NC(=O)C3CC=CCC3C(=O)O)c2C#N)C1 (stereo unspecified)	7	-0.8%
41	C[C@]12CC[C@@H]3c4ccc(OS(=O)(=O)O)cc4CC[C@H]3[C@@H]1CCC2=O	.	-2.2%&1.0%
42	O=C1CCCC(O)=C1N=Nc1ccc2c(c1)OCO2	.	1.8%
43	CCC1CCCCN1C(=O)c1cccc(S(=O)(=O)Nc2cc(C(F)(F)F)ccc2Cl)c1 (stereo unspecified)	6	-4.5%
44	c1ccc(Cn2nnc3c(NCc4ccc5c(c4)OCO5)nc(C4CC4)nc32)cc1	-4	0.9%
45	COc1ccc(-n2c(Cc3cccn3C)nnc2SCC(=O)Nc2nccs2)cc1	-10	8.8%
46	Cc1ccc(N(Cc2cc3ccc(C)cc3[nH]c2=O)S(C)(=O)=O)c(C)c1	2	-6.4%
47	C=CCNCc1cccn1-c1ccccc1	.	1.4%
48	O=C(CCCn1c(=S)[nH]c2ccc(Br)cc2c1=O)NCC1CCCO1 (stereo unspecified)	.	-6.0%
49	Cc1cccc(NC(=O)c2cccc3c2-c2ccccc2C3=O)n1	-8	-1.5%
50	N#C/C(=C\c1ccc(Cl)cc1)c1nc2ncccc2[nH]1	-5	2.8%

Carrying on.
Results follow in this order: RmlCD inh 1536	M. tuberculosis GlmU
51: NC(=O)N/N=C/c1cn(-c2ccccc2)nc1-c1cccnc1
→ 9	-0.5%
52: c1ccc(Cc2ccc(OCCCNC3CCCC3)cc2)cc1
→ 12	-3.9%
53: O=C(CSCc1nc2c(nnn2Cc2ccc(F)cc2)c(=O)[nH]1)Nc1c(Cl)cc(Cl)cc1Cl
→ -2	2.2%
54: CCCCN(CC)CCNC(=O)CCC(=O)Nc1ccc2nc(N3CCN(C)CC3)cc(C)c2c1
→ -8	-2.5%
55: CCN(CC)S(=O)(=O)c1ccc(C(=O)OCC(=O)Nc2sc3c(c2C#N)CCCCC3)cc1
→ 1	-0.1%
56: N#CCCN(CC(=O)O)S(=O)(=O)c1ccccc1
→ .	3.1%
57: COc1cccc(N2CCN(c3ncnc4c3[nH]c3ccccc34)CC2C)c1 (stereo unspecified)
→ -25	-3.6%
58: Cc1cc(C)c2cc(C(=O)Nc3ccccc3)[nH]c2c1
→ 5	2.8%
59: CC1(c2ccc(OC(F)F)cc2)NC(=O)N(CC(=O)NC2CCCCC2)C1=O (stereo unspecified)
→ -1	8.5%
60: COc1ccc(N(CC(=O)N2CCc3ccccc3C2)S(=O)(=O)c2c(C)nn(C)c2C)cc1
→ 3	-2.8%
61: COC(=O)C1C2C=CC3(CN(C(C)c4ccc(OC)cc4)C(=O)C13)O2 (stereo unspecified)
→ .	0.1%
62: COC(=O)[C@H](CC(C)C)NC(=O)NCc1ccc(Cl)cc1
→ -5	1.4%
63: COCCNC(=S)NNC(=O)c1ccc(-n2cnnn2)cc1
→ 10	-1.8%
64: Cc1ccc2oc(=O)c3cnn(CC(=O)NC4CCC(C)CC4)c3c2c1 (stereo unspecified)
→ -3	1.6%
65: COc1ccccc1/C=C/C=N/NC(=O)c1cc(-c2ccc(C)o2)[nH]n1
→ -9	2.9%

A different layout for part of the listing above.
23) COC(=O)c1ccccc1C(=O)N1CCOCCN(C(=O)c2ccccc2C(=O)OC)CCOCC1
  RmlCD inh 1536: 23; M. tuberculosis GlmU: -6.6%

25) COc1ccc([N+](=O)[O-])cc1NC(=O)CCCOc1ccccc1
  RmlCD inh 1536: -4; M. tuberculosis GlmU: 1.3%

36) CCCC(c1nnnn1Cc1ccco1)N1CCN(c2cc(Cl)ccc2C)CC1 (stereo unspecified)
  RmlCD inh 1536: 9; M. tuberculosis GlmU: 3.3%

21) CSc1ccc(C#N)cc1NC(=O)c1ccc(Cl)nc1
  RmlCD inh 1536: .; M. tuberculosis GlmU: -1.6%

Carrying on:
Results follow in this order: RmlCD inh 1536	M. tuberculosis GlmU
66: CC/C(O)=C1\C(=O)CC(c2ccccc2)CC1=NCCc1c(C)[nH]c2ccc(C)cc12 (stereo unspecified)
→ .	-5.1%
67: CCc1ccccc1NC1=NCC(=O)N1Cc1ccc(OC)cc1
→ .	-6.7%
68: CCSc1nnc(NC(=O)COc2ccccc2)s1
→ .	6.6%
69: CCN(CC)CCNC(=O)CCc1n[nH]c(=O)c2ccccc12
→ -6	5.0%
70: Cc1ccnc(N2CCC(C(=O)NNC(=O)c3ccncc3)CC2)n1
→ 1	1.3%
71: COc1ccccc1CNC(=O)C1CC(c2c(Cl)cccc2Cl)=NO1 (stereo unspecified)
→ -4	-1.0%
72: O=C(O)c1cccc(C(=O)Cc2ccccc2)c1
→ .	1.8%
73: Cc1ccc(NC(=O)N2CCC(C(=O)NCc3ccc(F)cc3)CC2)cc1
→ -1	0.0%
74: CC(=O)c1csc(COc2cc(Cl)cc(Cl)c2)n1
→ -11	-2.8%
75: Cc1c(/C=N/NC(=O)c2ccc3c(c2)OCO3)cnn1C
→ -8	1.4%
76: CCCN1CCC(=NNc2ccc(S(=O)(=O)N(CC)CC)cc2[N+](=O)[O-])CC1
→ -1	-1.5%
77: N/C(Cc1ccc(Cl)cc1)=N\OC(=O)Cc1ccc([N+](=O)[O-])cc1
→ 10	1.0%
78: COc1cc(OC)cc(C(=O)Nc2c(F)cccc2F)c1
→ 0	4.7%
79: CCc1c(C(=O)N2CCN(c3ccccc3F)CC2)[nH]c(C)c1C(C)=O
→ .	-5.4%
80: COc1ccccc1N1CCN(Cc2cccs2)CC1
→ .	-1.0%
81: CS(=O)(=O)Nc1ccccc1NS(C)(=O)=O
→ 10	2.2%
82: COc1ccc(Sc2cc(C(F)(F)F)nc(-c3ccccn3)n2)cc1
→ .	-1.1%
83: CCN(CC(=O)Nc1ccc2c(c1)OCO2)Cc1nc2ccccc2c(=O)[nH]1
→ -4	9.6%
84: COc1ccc([C@@H]2[C@H]3C(=O)N(c4cccc(C(F)(F)F)c4)C(=O)[C@H]3ON2C)cc1
→ 22	1.8%
85: CCN(CC)CCNC(=O)C12CC3CC(CC(C3)C1)C2
→ -7	0.9%
86: COc1ccc(C(=O)CSc2n[nH]c(N)n2)cc1
→ -9	-3.1%
87: Cc1ccccc1Nc1nnc(SCc2cc(=O)n3ccsc3n2)s1
→ -2	1.6%
88: Cc1ccc(N(CC(=O)Nc2ccc(C)cc2C)S(=O)(=O)N2CCCC2)cc1
→ -10	3.0%
89: CC(C)C(O)(CC#CCN1CCCC1)c1ccccc1 (stereo unspecified)
→ -4	-1.4%
90: C=CCc1cccc(CNc2c(C)n(C)n(-c3ccccc3)c2=O)c1O
→ -14	-3.3%
91: O=C(CCN1C(=O)c2cccc3cccc(c23)C1=O)Nc1ccccc1
→ -13	1.8%
92: O=C(Cn1c(=O)oc2cc(S(=O)(=O)NCc3ccccc3)ccc21)NCc1ccco1
→ 12	6.8%
93: O=C(NCc1ccco1)/C(=C/c1cccnc1)NC(=O)c1ccco1
→ 24	3.1%
94: CC(=O)Oc1ccccc1/C=C1\CCOC1=O
→ -9	-1.0%
95: Cc1c(NC(=O)CN2C(=O)C(=O)N(Cc3ccccc3)C2=O)c(=O)n(-c2ccccc2)n1C
→ 8	-2.2%
96: Cc1ccc(-c2nc3ncccc3o2)cc1NC(=O)c1ccccc1
→ -4	-4.2%
97: COCCCN1C(=O)c2ccccc2C1C(=O)NC1CCCCCC1 (stereo unspecified)
→ .	3.4%
98: CSc1nnc(-c2cc(C)on2)n1-c1ccccc1
→ 10	2.3%
99: C=CCOc1ccc(/C(O)=C2\C(=O)C(=O)N(CCCOC)C2c2ccncc2)cc1 (stereo unspecified)
→ 9	.
100: CCCOC(=O)c1ccc(NC(=O)C(=O)NCC2CCCO2)cc1 (stereo unspecified)
→ 2	3.2%
101: CC1CC(C)CN(C(=O)CSc2nc(Cc3cccs3)nc3ccccc23)C1 (stereo unspecified)
→ 12	2.1%
102: COc1ccc2[nH]c(=O)c(NC(N)=S)nc2c1
→ -10	2.4%
103: COn1c(C)c(C(C)=O)c2c3no[n+]([O-])c3ccc21
→ -5	-2.1%
104: COc1ccc(NC(=O)C(=S)N2CCCC2)cc1
→ 3	-1.2%
105: C(=NC12CN3CN(CN(C3)C1)C2)c1cccnc1
→ 5	4.6%
106: Cc1ccc(C(=O)OC2=CC(=O)CC(C)(C)C2)cc1
→ 7	-2.5%
107: CC(=O)c1c(C(C)=O)c(C)n(-c2ccc(O)cc2)c1C
→ -3	-2.0%
108: CCC1CCc2sc(C(=O)O)cc2C1 (stereo unspecified)
→ 6	-4.7%
109: COc1cccc(C2c3[nH]c4ccccc4c3CCN2C(=O)Cn2cncn2)c1OC (stereo unspecified)
→ 6	7.6%
110: COc1ccc(Oc2nccc(-c3ccc(Cl)cc3)n2)cc1
→ 23	1.0%
111: CC(=O)NNC(=O)CCn1c2c(c3ccccc31)CCCC2
→ 9	3.2%
112: Cc1csc2nc(CSc3nncn3-c3ccccc3)c(Br)n12
→ 25	0.5%
113: Cc1nn(Cc2ccc(Cl)cc2)c(Cl)c1/C=N/NC(=O)CNc1ccccc1F
→ 7	2.0%
114: CCOC(=O)Cc1csc(SCC(=O)Nc2sc3c(c2C(N)=O)CCC3)n1
→ -4	6.1%
115: COc1ccc(S(=O)(=O)Nc2cc3c4c(oc3c3ccccc23)CCCC4=O)cc1
→ 8	-3.1%
116: O=C(CSc1ncnc2scc(-c3ccccc3)c12)NC1CCS(=O)(=O)C1 (stereo unspecified)
→ -5	.
